CF NFkB block – inhibitors of cystic fibrosis induced NF-kB | KKLEB NF-kB-GFP reporter, PAF-induced, GFP fluorescence overnight | inhibition, % at 5 µM | 360,000 compounds, 0.86% hits | AID 588850;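 active = at least 50% inhibition at 5 µM, scaled per plate between neutral and stimulator controls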;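 also: PAF is a Pseudomonas aeruginosa culture filtrate used as stimulus; plate controls were PAF-stimulated DMSO wells for no effect and unstimulated DMSO wells for full effect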
iPSC survival up – enhancers of human iPSC single-cell survival; hiPSC single-cell survival, ATPlite luminescence; 100% = ROCK inhibitor wells, 0% = DMSO; survival enhancement, % at 20 µM; 360,000 compounds, 0.044% hits; in the data active = survival enhancement above about 18%;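 also: cells exposed to compounds for 16 hours before the ATP read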
aDG glyco act – alpha-DG glycosylation activation. AID 624168. activation, % at 10 µM. Pro5-aDG cells, alpha-DG glycosylation AlphaScreen (IIH6); 0% Pro5, 100% B10-LARGE cell signal. 360,000 compounds, 0.22% hits;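 active = activation of at least 8% versus controls, or a plate z-score of at least 8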;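 also: Pro5 are CHO cells carrying HIG-tagged alpha-DG that lacks glycosylation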
Peg3 prom inh – inhibitors of Peg3 promoter | HeLa PEG-Prom luciferase reporter, luminescence, overnight | inhibition, % at 20 µM | 360,000 compounds, 1.7% hits;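 active = inhibition of at least 50% at 20 µM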
Shn3 inh set2 – inhibitors of Schnurri-3 3'UTR reporter in osteoblasts; AID 588674; Clone20 osteoblast Shn3 3'UTR firefly luciferase, 24 h; 360,000 compounds, 0.52% hits; inhibition, % at 12.5 µM;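 active = mean inhibition of at least 75% with every replicate also reaching 75%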;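 also: 0% = median of neutral control wells and 100% = pilot-screen positive control compound; some compounds past the cut are filed as inactive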
NR2E3 ag-1 – activates human NR2E3 receptor. 360,000 compounds, 0.35% hits. CHO-S Gal4-NCOR/VP16-NR2E3 two-hybrid, luciferase. inhibition of corepressor binding, % at 3.98 µM. AID 602229. Q9Y5X4;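 active = inhibition above the mean of all tested compounds plus 3 SD, cut at about 70% in these data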;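 also: 0% = DMSO with NR2E3 transfected cells and 100% = cells lacking NR2E3 construct; higher means lower luciferase signal from less NR2E3 corepressor binding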
Target sequence (Q9Y5X4 whole entry, looked up, the tested form may be a part): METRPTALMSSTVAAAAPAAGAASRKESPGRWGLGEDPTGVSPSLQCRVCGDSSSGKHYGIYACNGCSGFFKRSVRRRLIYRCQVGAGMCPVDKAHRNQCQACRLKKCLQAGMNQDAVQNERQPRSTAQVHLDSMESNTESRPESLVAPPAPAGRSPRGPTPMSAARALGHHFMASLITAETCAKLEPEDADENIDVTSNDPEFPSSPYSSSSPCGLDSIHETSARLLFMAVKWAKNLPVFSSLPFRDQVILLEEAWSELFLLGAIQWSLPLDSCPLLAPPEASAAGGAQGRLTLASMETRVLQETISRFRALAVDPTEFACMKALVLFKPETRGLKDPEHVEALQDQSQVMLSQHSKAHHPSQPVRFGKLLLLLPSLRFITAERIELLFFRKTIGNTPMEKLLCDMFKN
NR2E3 ag-2 – agonists of human nuclear receptor NR2E3. GST-NR2E3/biotin-RetCOR TR-FRET, 1536-well. 320,000 compounds, 0.12% hits. Q9Y5X4. inhibition of corepressor binding, % at 4.78 µM. AID 2300;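 active = percent inhibition above the cutoff of mean plus 3 SD of all tested compounds, set per screening campaign, cut at about 20% in these data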;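 also: 0% = DMSO wells and 100% = biotin wells as full block of FRET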
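Format: 1536-well format; test system: GST-NR2E3 and biotin-RetCOR proteins; read-out basis: percent inhibition of TR-FRET ratio; timing: 5 h incubation at 4 °C; detection: time-resolved FRET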
KKLEB tox – CF airway cell cytotoxicity counter-screen; 360,000 compounds, 0.36% hits; AID 602141; activity change (cytotoxicity), % at 5 µM; KKLEB CF airway cells viability, ATPlite luminescence, overnight; stronger effect = lower value; cells stimulated with P. aeruginosa culture filtrate;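 active = corrected activity change at or below -50% at 5 µM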
TRPM1 prom inh – MITF TRPM1 promoter inhibition in SK-MEL-5 cells; inhibition, % at 12.5 µM; SK-MEL-5 TRPM1 promoter luciferase, 24 h; AID 488899; 330,000 compounds, 0.83% hits;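 active = mean inhibition across replicates of 60% or more, whatever share of single replicates reaches that level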; also: values of inactives mirror those of a sister screen read the other way
HIF-2a inh – inhibitors of HIF-2a | 786-0 RCC cells HIF-2a reporter, luciferase luminescence, overnight | inhibition, % at 18.8 µM | 360,000 compounds, 0.72% hits | AID 624352;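 active = inhibition of the luminescence signal of 40% or more relative to plate controls, in a single-dose primary screen at 18.75 µM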
TWEAK-Fn14 inh – TWEAK-Fn14 signaling inhibition; TWEAK-stimulated Fn14 reporter cells, luciferase luminescence, 8 h; inhibition, % at 10 µM; 360,000 compounds, 2% hits; in the data active = inhibition above about 50%
The depositor's hits bear a star; · = no result given.

cpd | smiles | CF NFkB block | iPSC survival up | aDG glyco act | Peg3 prom inh | Shn3 inh set2 | NR2E3 ag-1
1 | COc1cccc(CNC(=O)[C@@H]2CCCN2C(=O)[C@@H]2CCCN2C(=O)c2c(F)cccc2F)c1 | · | 0.4 | -0.3 | · | · | -1
2 | CCCCNC(=O)C1(C)CCCCN1CC(=O)c1ccc(OC)cc1 (stereo not drawn) | -24 | -1.5 | 0.4 | -10 | -12 | 17
3 | Nc1c(C(=O)NC2CCCC2)c2nc3ccccc3nc2n1N | -18 | 5.5 | -0.4 | -36 | -12 | -33
4 | O=C(Nc1nc2c(s1)CN(Cc1ccccc1)CC2)C1CCC1 | -27 | 0.2 | -0.4 | -94 | -25 | -15
5 | Cc1c(OC(C)C(=O)NCc2ccccn2)ccc2c3c(c(=O)oc12)CCCC3 (stereo not drawn) | -5 | -0.3 | 0.2 | -15 | 18 | 2
6 | CCOC(=O)c1cn2nc(-c3ccc(OCC)cc3)cc2nc1C1CCN(C(=O)OC(C)(C)C)CC1 | 13 | 0.2 | 0.0 | 16 | 6 | -26
7 | CC1(C(=O)NS(=O)(=O)c2ccccc2Cl)CCN1C(=O)c1ccccc1 (stereo not drawn) | 1 | 3.9 | -0.1 | -5 | 10 | 9
8 | CN1C(=O)/C(=C/c2cc(C(C)(C)C)c(O)c(C(C)(C)C)c2)NC1=S | -9 | 0.8 | -0.6 | 12 | -6 | -4
9 | Cc1ccc(N(CCCCN2C(=O)c3ccccc3C2=O)C(=O)c2ccc(Cl)s2)cc1 | 11 | -2.4 | 0.0 | 17 | 9 | 13
10 | CCSC(C)CC1C/C(=N/O)c2c(C)noc2C1 (stereo not drawn) | 13 | 0.2 | 0.0 | 5 | -3 | -13
11 | CCC(CC)C(=O)c1c[nH]c(C(=O)NN)c1 | 4 | 4.2 | 0.0 | 2 | -2 | -17
12 | Cn1nc(-c2ccccc2)c2nc3ccccc3nc21 | -44 | 3.4 | -0.2 | -14 | -31 | -9
13 | CCCCCCNS(=O)(=O)c1ccc(NC(=O)C2CCCO2)cc1 (stereo not drawn) | 11 | -0.8 | 0.6 | 23 | 12 | -9
14 | CCOC(=O)c1cnn(-c2nc(SC)nc3sc4c(c23)CCCC4)c1N | 14 | -4.0 | 3.4 | 12 | -5 | -19
15 | COc1cccc(S(=O)(=O)NCc2ccc(C(=O)Nc3ccc(Cl)cc3)cc2)c1 | -28 | 1.0 | 0.4 | 9 | 35 | 0

cpd | NR2E3 ag-2 | KKLEB tox | TRPM1 prom inh | HIF-2a inh | TWEAK-Fn14 inh
1 | · | · | · | 5 | 23
2 | · | -5 | · | -20 | -9
3 | 2 | -1 | -2 | -82 | 17
4 | 3 | -10 | -95 | -134 | 4
5 | 0 | 8 | -5 | 9 | 14
6 | 1 | -23 | -2 | 9 | 5
7 | · | -18 | · | 12 | -14
8 | 1 | 7 | 8 | 15 | 24
9 | -3 | 2 | 3 | 24 | 17
10 | 0 | 5 | 6 | -7 | 4
11 | 1 | 8 | 3 | 7 | -7
12 | 0 | 4 | 16 | 6 | 0
13 | -2 | -7 | 9 | 21 | 4
14 | 1 | -8 | -3 | 0 | 12
15 | 2 | -4 | 4 | 4 | 41

The listing continues.
cpd | smiles | CF NFkB block | iPSC survival up | aDG glyco act | Peg3 prom inh | Shn3 inh set2 | NR2E3 ag-1
16 | CC1Cc2ccccc2N1C1=CC(=O)CC(C)(C)C1 (stereo not drawn) | 2 | 0.6 | -0.2 | 14 | 9 | -43
17 | CN1CCN(CCNC(=O)Nc2ccccc2C(F)(F)F)CC1 | 11 | -1.3 | 0.1 | 16 | -3 | 0
18 | Cc1cc(C)c2c(N)c(S(=O)(=O)Cc3ccccc3)sc2n1 | 0 | 1.4 | 0.0 | -22 | -4 | -18
19 | CCCN(CCC)CCCNC(=O)CS(=O)Cc1nc(-c2ccc(OC)c(OC)c2)oc1C (stereo not drawn) | -2 | 4.1 | 0.1 | 13 | -14 | -3
20 | C[n+]1ccc(/C=C/c2c[nH]c3ccc(F)cc23)cc1 | -21 | -0.4 | -0.1 | 10 | -4 | -12
21 | N=c1c(C(=O)NCc2ccco2)cc2c(=O)n3ccccc3nc2n1Cc1ccc(Cl)cc1 | 0 | -0.8 | 1.7 | 12 | -7 | -28
22 | COc1ccc(N2CCN(C(CNC(=O)C(=O)NCCCn3ccnc3)c3ccco3)CC2)cc1 (stereo not drawn) | 9 | 1.6 | -0.1 | 17 | -10 | -11
23 | COc1ccc2oc(C(=O)OCC(=O)N3CCCCC3C)c(C)c2c1 (stereo not drawn) | 4 | 0.2 | 0.0 | -163 | -35 | -37
24 | CCN(CC)CCNC(=O)Cn1cnc2sc(C)c(S(=O)(=O)N3CCN(c4ncccn4)CC3)c2c1=O | -5 | -0.6 | -0.2 | 2 | -10 | 5
25 | CCOC(=O)CN1C(=O)C2(OCCCO2)c2ccccc21 | 3 | 1.1 | -0.2 | 0 | -4 | -11
26 | O=c1[nH]nc(-c2ccc([N+](=O)[O-])o2)c(=O)[nH]1 | 0 | -1.6 | -0.2 | 0 | -8 | -10
27 | CCCCCCCCCCCCCCCC(=O)OC(CC(=O)O)C[N+](C)(C)C (stereo not drawn) | 27 | 1.8 | 1.0 | 21 | 2 | -19
28 | CCCn1nnc(NC(=S)NC(=O)Cc2ccccc2)n1 | 12 | -0.3 | -0.3 | 7 | -2 | -18
29 | CN(C)S(=O)(=O)c1cccc(-c2nnc(SCc3cc(Cl)cc4c3OCOC4)n2N)c1 | 3 | 2.1 | -0.2 | 14 | -6 | -5
30 | O=C(O)C1C2C=CC(C2)C1C(=O)Nc1ccc(Cl)c(Cl)c1 (stereo not drawn) | -3 | 1.0 | -0.1 | 11 | 2 | 21

cpd | NR2E3 ag-2 | KKLEB tox | TRPM1 prom inh | HIF-2a inh | TWEAK-Fn14 inh
16 | 1 | 6 | -19 | 9 | -2
17 | 2 | 2 | -1 | 12 | 3
18 | -2 | 3 | 8 | -40 | 7
19 | -1 | -1 | -16 | 17 | 13
20 | · | 0 | 19 | 10 | 17
21 | 1 | -11 | -3 | 2 | -26
22 | 0 | 3 | 1 | 17 | -4
23 | · | 8 | -55 | -159 | -1
24 | 3 | 8 | -9 | 19 | -10
25 | 4 | 5 | 9 | 18 | -11
26 | · | 1 | 4 | -4 | 4
27 | 1 | 32 | 5 | 5 | -56
28 | 6 | -5 | 14 | 2 | 1
29 | -1 | -2 | 4 | 15 | 3
30 | -1 | 3 | 15 | 15 | 10

Other compounds
cpd | smiles | CF NFkB block | iPSC survival up | aDG glyco act | Peg3 prom inh | Shn3 inh set2 | NR2E3 ag-1
31 | CCOC(=O)c1ccc(NC(=O)COc2ccc(S(=O)(=O)NC(C)CC)cc2)cc1 (stereo not drawn) | -5 | -1.4 | 0.6 | 12 | 43 | 5
32 | O=C(Cn1nnc(-c2ccccc2F)n1)Nc1ccc(C(=O)N2CCOCC2)cc1 | 7 | 1.0 | -0.4 | 10 | 2 | -8
33 | COc1ccc(N(C(=O)c2ccco2)C(C(=O)NC2CCCC2)c2ccc(OC)c(OC)c2)cc1 (stereo not drawn) | -20 | -0.1 | 0.1 | 3 | 4 | -29
34 | COc1cc(OC)cc(C2=Cc3ccccc3C(CC(C)=O)N2c2ccc(C#CCCO)cc2)c1 (stereo not drawn) | · | -1.3 | -0.1 | · | · | -7
35 | CCN(C(=O)COC(=O)c1ccc2ccccc2c1)c1c(N)n(Cc2ccccc2)c(=O)[nH]c1=O | -7 | 0.4 | 0.0 | -4 | -5 | -39
36 | Cc1ccc(-c2nn(-c3ccccc3)cc2/C=N/NC(=O)CSc2nnc(C)n2-c2ccccc2)cc1 | -3 | 7.2 | 0.2 | -248 | -20 | -58
37 | COc1ccccc1NC(=S)NNC(=O)c1nn(C)c(C)c1Cl | -2 | -3.4 | 0.0 | -20 | -30 | -43
38 | CCOC(=O)C1CCCN(C(=O)/C=C/c2ccc([N+](=O)[O-])cc2)C1 (stereo not drawn) | -17 | -0.6 | 0.1 | 0 | -1 | -22
39 | C[C@H](NC(=O)c1nc[nH]c1C(=O)N(C)Cc1ccccc1)C(=O)OC(C)(C)C | -16 | -2.1 | -0.1 | -9 | 2 | -6
40 | Cc1cc(C)cc(N(CC(=O)NC2CCCC2)C(=O)CNC(=O)c2cccs2)c1 | -4 | 2.2 | 0.1 | 11 | 2 | 6
41 | COc1cccc(NC(=O)CN(C)C(=O)c2ccccn2)c1 | -3 | 0.0 | -0.2 | -32 | -51 | 14
42 | Cc1cc2c(cc1[N+](=O)[O-])NC(CNC(C)C)CC2 (stereo not drawn) | 6 | 0.4 | 0.0 | 3 | 11 | 9
43 | COc1ccccc1/C=N/NC(=O)c1nnn(-c2nonc2N)c1-c1cccs1 | -4 | 0.6 | 0.2 | 13 | -17 | -8

cpd | NR2E3 ag-2 | KKLEB tox | TRPM1 prom inh | HIF-2a inh | TWEAK-Fn14 inh
31 | 1 | 16 | 19 | 13 | 11
32 | 2 | -3 | 1 | 10 | -16
33 | 1 | 4 | 0 | 9 | 43
34 | · | · | · | -2 | 6
35 | 2 | 14 | 5 | -2 | -6
36 | 1 | 12 | -29 | -237 | 27
37 | -2 | 8 | -10 | -51 | -44
38 | 0 | -2 | 2 | 9 | -5
39 | 1 | 17 | -21 | 7 | -23
40 | -1 | 1 | -4 | 14 | 6
41 | · | 3 | -12 | -58 | -4
42 | 0 | -5 | -5 | 3 | 4
43 | -1 | -12 | -12 | 9 | -15

Filtered by structure: the entries above with a thiophene ring, fused or not (6)
cpd | smiles | CF NFkB block | iPSC survival up | aDG glyco act | Peg3 prom inh | Shn3 inh set2 | NR2E3 ag-1
9 | Cc1ccc(N(CCCCN2C(=O)c3ccccc3C2=O)C(=O)c2ccc(Cl)s2)cc1 | 11 | -2.4 | 0.0 | 17 | 9 | 13
14 | CCOC(=O)c1cnn(-c2nc(SC)nc3sc4c(c23)CCCC4)c1N | 14 | -4.0 | 3.4 | 12 | -5 | -19
18 | Cc1cc(C)c2c(N)c(S(=O)(=O)Cc3ccccc3)sc2n1 | 0 | 1.4 | 0.0 | -22 | -4 | -18
24 | CCN(CC)CCNC(=O)Cn1cnc2sc(C)c(S(=O)(=O)N3CCN(c4ncccn4)CC3)c2c1=O | -5 | -0.6 | -0.2 | 2 | -10 | 5
40 | Cc1cc(C)cc(N(CC(=O)NC2CCCC2)C(=O)CNC(=O)c2cccs2)c1 | -4 | 2.2 | 0.1 | 11 | 2 | 6
43 | COc1ccccc1/C=N/NC(=O)c1nnn(-c2nonc2N)c1-c1cccs1 | -4 | 0.6 | 0.2 | 13 | -17 | -8

cpd | NR2E3 ag-2 | KKLEB tox | TRPM1 prom inh | HIF-2a inh | TWEAK-Fn14 inh
9 | -3 | 2 | 3 | 24 | 17
14 | 1 | -8 | -3 | 0 | 12
18 | -2 | 3 | 8 | -40 | 7
24 | 3 | 8 | -9 | 19 | -10
40 | -1 | 1 | -4 | 14 | 6
43 | -1 | -12 | -12 | 9 | -15

Screening results from PubChem BioAssay.
